STEP block – inhibitors of human striatal-enriched phosphatase STEP; recombinant STEP, OMFP fluorogenic substrate, fluorescence; 360,000 compounds, 0.25% hits; inhibition, % at 20 µM;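 active means inhibition at 20 µM, scaled per plate between control wells, above about 37%, limit read from the data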;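 further: 0% = DMSO with enzyme and substrate and 100% = substrate only without enzyme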
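Assay system: isolated STEP enzyme / Timing: 20 min at room temperature, dark / Doses: 20 µM, 1% DMSO / Technique: fluorescence intensity, excitation 480 nm, emission 540 nm / Reagent: fluorogenic phosphatase substrate OMFP at 25 µM final / Measure: percent inhibition scaled to no-enzyme and uninhibited-enzyme controls, plate-pattern corrected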
Scp1 inh – blocks human Scp-1 phosphatase activity; Recombinant Scp1, phosphopeptide, malachite green phosphate absorbance; inhibition, % at 20 µM; 340,000 compounds, 0.88% hits;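 active means inhibition above about 50% at 20 µM, limit read from the data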;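 further: plate controls were DMSO wells with enzyme for no effect and wells lacking enzyme for full effect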
Target sequence (Q9GZU7 76-261 limits assumed): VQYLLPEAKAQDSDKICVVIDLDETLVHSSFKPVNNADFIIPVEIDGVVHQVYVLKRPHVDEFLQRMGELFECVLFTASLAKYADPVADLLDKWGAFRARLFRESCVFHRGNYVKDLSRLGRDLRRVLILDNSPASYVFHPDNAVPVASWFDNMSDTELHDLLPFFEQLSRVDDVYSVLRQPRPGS
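Material – SCP-1 phosphatase catalytic domain, residues 76-261 · Buffer or medium – Acidic Tris acetate buffer with magnesium and detergent · Also added – Phospho 17-mer peptide substrate · Compound – single 20 µM dose, 1% DMSO · Times – 45 min room-temperature reaction, 5 min colour, 30 min stabiliser · Technique – Phosphate-binding colour reagent, absorbance read at 630 nm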
Rpn11 block – Rpn11 (human) deubiquitinase inhibition; human 26S proteasome, Ub4-pepOG fluorescence polarization; 20S core pre-blocked with epoxomicin; 360,000 compounds, 0.59% hits; calls only at 20 µM;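 active means inhibition at 20 µM, scaled to each plate's controls, above about 33%, limit read from the data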
DNMT1 inh – blocks human DNA methyltransferase DNMT1; P26358; DNMT1 molecular beacon, Hinp1I cleavage, fluorescence; inhibition (reported as % activation of signal), % at 10 µM; 360,000 compounds, 0.83% hits; AID 588458; in the data active means inhibition above about 50%
NadD block – NadD (S. aureus) enzyme inhibition; inhibition, % at 20 µM; purified NadD enzyme, colorimetric absorbance read-out; 360,000 compounds, 0.78% hits; AID 602399; in the data active means inhibition above about 26%; further: some compounds past the cut are filed as inactive
PABP1 MLLE inh – inhibitors of microRNA-mediated deadenylation, human PABP1 MLLE binding. P11940. GST-MLLE / FITC-PAM2 fluorescence polarization. inhibition, % at 20 µM. 360,000 compounds, 0.36% hits. AID 588489; in the data active means inhibition above about 35%, passing the limit was not always enough;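 further: plate controls were DMSO wells with GST-MLLE for no effect and wells lacking GST-MLLE protein for full effect; some results filed as inactive read as strong as hits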
Target sequence (P11940 whole entry, looked up): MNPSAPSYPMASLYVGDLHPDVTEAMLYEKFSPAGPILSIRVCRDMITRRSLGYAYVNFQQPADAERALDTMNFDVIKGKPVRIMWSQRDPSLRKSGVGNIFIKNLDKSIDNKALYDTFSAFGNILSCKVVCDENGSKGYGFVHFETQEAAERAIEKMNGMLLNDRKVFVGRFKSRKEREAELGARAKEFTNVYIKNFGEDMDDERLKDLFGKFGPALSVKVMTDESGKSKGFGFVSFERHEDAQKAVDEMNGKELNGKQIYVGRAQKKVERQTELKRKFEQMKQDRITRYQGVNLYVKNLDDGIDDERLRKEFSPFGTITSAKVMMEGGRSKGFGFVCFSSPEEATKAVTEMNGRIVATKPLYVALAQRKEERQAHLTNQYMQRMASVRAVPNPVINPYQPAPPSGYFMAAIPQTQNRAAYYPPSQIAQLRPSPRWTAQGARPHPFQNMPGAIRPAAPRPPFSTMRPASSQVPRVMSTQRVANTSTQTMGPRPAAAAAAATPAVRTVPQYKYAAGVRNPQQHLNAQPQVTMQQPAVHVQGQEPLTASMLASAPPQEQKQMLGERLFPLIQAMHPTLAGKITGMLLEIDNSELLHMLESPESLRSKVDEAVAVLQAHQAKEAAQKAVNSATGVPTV
TbMetRS inhib – Trypanosoma brucei MetRS inhibition; purified T. brucei MetRS, ATP depletion, Kinase-Glo luminescence; 360,000 compounds, 0.4% hits; inhibition, % at 11.9 µM;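 active means inhibition above a per-plate cutoff of the control wells' mean inhibition plus 3 SD, cut at about 5.5% in these data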;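 further: 0% = DMSO wells median and 100% = median of wells with control inhibitor compound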
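Test system: purified T. brucei MetRS enzyme. Also added: ATP, methionine and E. coli bulk tRNA substrates. Compound: 11.9 µM single point. Schedule: 15 min enzyme-compound preincubation, 2 h reaction, 10 min detection, 25 °C. Signal: luciferase luminescence of residual ATP, Kinase-Glo. Evaluation: percent inhibition versus plate control medians. Controls: DMSO wells, low control.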
CSN deneddyl inh – blocks human CSN-mediated cullin deneddylation; Q92905; Purified CSN, SCF-Nedd8-OG deneddylation, fluorescence polarization; inhibition, % at 12.5 µM; 360,000 compounds, 0.38% hits; AID 651999;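 active means pattern-corrected inhibition above about 35%, with an unprinted fluorescence ratio check between 0.5 and 1.5, limit read from the data, passing the limit was not always enough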;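 further: 0% = enzyme with substrate and 100% = substrate without enzyme; some results filed as inactive read as strong as hits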
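Test system: Human Csn5 produced in HEK293T cells | Compound: 12.5 µM single point | Times: 90 min, room temperature | Signal: Fluorescence polarization readout | Read-out basis: % inhibition of substrate cleavage by Csn5 | Controls: no-enzyme wells high, enzyme-with-substrate wells low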
SUMO1-SIM PPI – SUMO1-SIM interaction modulation | P63165 | SUMO1 binding to a labelled peptide, TR-FRET, 1 h | inhibition, % at 20 µM | 360,000 compounds, 0.33% hits | AID 602429; in the data active means inhibition above about 37%
LMPTP inh – blocks human LMPTP phosphatase | 360,000 compounds, 0.22% hits | AID 651560 | recombinant LMPTP-A, OMFP fluorogenic substrate, fluorescence intensity | P24666 | inhibition, % at 20 µM;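 active means compounds that cut the enzyme signal by at least half of the control window in the single-dose screen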;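 further: plate controls were DMSO wells with enzyme plus substrate for no effect and substrate without enzyme for full effect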
Target sequence (P24666 whole entry, looked up): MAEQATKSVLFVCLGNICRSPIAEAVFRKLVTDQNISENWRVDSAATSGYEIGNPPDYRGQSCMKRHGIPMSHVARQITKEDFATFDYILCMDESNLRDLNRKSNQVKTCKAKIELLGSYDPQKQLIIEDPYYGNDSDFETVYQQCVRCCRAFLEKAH
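Buffer or medium: Bis-Tris pH 6.0, DTT, detergent; Assay system: LMPTP-A enzyme; Quantity: 0.625 nM enzyme; Detection: endpoint fluorescence intensity; Times: 50 min dark incubation at room temperature; Controls: substrate-only low control, DMSO enzyme-plus-substrate high control; Doses: single 20 µM dose; Read-out: percent inhibition versus substrate-only and uninhibited controls; Reagent: 400 µM OMFP.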
Active calls of the source: *. This is a random part of the collection; 3.6% or so of the library scored in one or more.

How did O=c1ccc2cc(S(=O)(=O)N3CCN(c4cc(Cl)ccc4Cl)CC3)ccc2o1 do in these assays?
STEP block: 3; Scp1 inh: -9; Rpn11 block: inactive; DNMT1 inh: -3; NadD block: 7; PABP1 MLLE inh: -3; TbMetRS inhib: -0.2; CSN deneddyl inh: 0; SUMO1-SIM PPI: 1; LMPTP inh: 2.4

What do the screens show for `CCOc1ccc(OCC)c(NC(=O)Cn2cccc2)c1`?
STEP block: 2; Scp1 inh: -8; Rpn11 block: inactive; DNMT1 inh: -2; NadD block: 7; PABP1 MLLE inh: 1; TbMetRS inhib: -0.8; CSN deneddyl inh: 7; SUMO1-SIM PPI: -2; LMPTP inh: -0.7

What do the screens show for `Cn1c(-c2ccc(F)cc2)cnc1SCC(=O)N1CCCc2ccccc21`?
STEP block: -2; Scp1 inh: -2; Rpn11 block: inactive; DNMT1 inh: -1; NadD block: 0; PABP1 MLLE inh: -3; TbMetRS inhib: 0.4; CSN deneddyl inh: -6; SUMO1-SIM PPI: 4; LMPTP inh: 0.6

How did Cc1ccc(C(=O)Nc2ccc(C(F)(F)F)n(C)c2=O)cc1 do in these assays?
STEP block: -3; Scp1 inh: -11; Rpn11 block: inactive; DNMT1 inh: 1; NadD block: 4; PABP1 MLLE inh: 13; TbMetRS inhib: -0.3; CSN deneddyl inh: 2; SUMO1-SIM PPI: 17; LMPTP inh: 0.1

Results for Cc1ccc(-n2ncc(-c3n[nH]c(=S)o3)c2N)cc1C ?
STEP block: 0; Rpn11 block: inactive; DNMT1 inh: -1; NadD block: 15; PABP1 MLLE inh: -52; TbMetRS inhib: 0.2; CSN deneddyl inh: 3; SUMO1-SIM PPI: 6; LMPTP inh: -1.2

How did COc1ccc(SCCCn2c(=O)c3c(ncn3C)n(C)c2=O)cc1 do in these assays?
STEP block: 1; Scp1 inh: -4; Rpn11 block: inactive; DNMT1 inh: 1; NadD block: 7; PABP1 MLLE inh: -3; TbMetRS inhib: 0.0; CSN deneddyl inh: 1; SUMO1-SIM PPI: 1; LMPTP inh: 0.0

What do the screens show for `CCNc1nc(NCC)nc(N(C)N)n1`?
STEP block: -2; Scp1 inh: -8; Rpn11 block: inactive; DNMT1 inh: -1; NadD block: -2; PABP1 MLLE inh: 0; TbMetRS inhib: 0.3; CSN deneddyl inh: 7; SUMO1-SIM PPI: -2; LMPTP inh: 0.5

How did S=C(Nc1cccnc1)Nc1ccccn1 do in these assays?
STEP block: 1; Scp1 inh: -4; Rpn11 block: inactive; DNMT1 inh: 8; NadD block: 0; PABP1 MLLE inh: 17; TbMetRS inhib: -0.5; CSN deneddyl inh: 1; SUMO1-SIM PPI: 8; LMPTP inh: 3.7

Results for S=c1[nH]nc(-c2cc(-c3ccccc3)n[nH]2)n1/N=C/c1ccc(Cl)c(Cl)c1 ?
STEP block: -1; Scp1 inh: 4; Rpn11 block: active; DNMT1 inh: 83*; NadD block: 30*; PABP1 MLLE inh: -115; TbMetRS inhib: -0.4; CSN deneddyl inh: 72*; SUMO1-SIM PPI: 98*; LMPTP inh: 21

How did CCC(c1nnc(SCC(=O)Nc2ccc(S(N)(=O)=O)cc2)n1Cc1ccccc1)N(C)C (stereo not drawn) do in these assays?
STEP block: -4; Scp1 inh: 3; Rpn11 block: inactive; DNMT1 inh: 0; NadD block: -6; PABP1 MLLE inh: -6; TbMetRS inhib: -0.5; CSN deneddyl inh: -4; SUMO1-SIM PPI: -1; LMPTP inh: -0.6

Results for Cc1ccccc1-n1nc2c(c1NC(=O)C(C)(C)C)CS(=O)(=O)C2 ?
STEP block: -1; Scp1 inh: 0; Rpn11 block: inactive; DNMT1 inh: 1; NadD block: -19; PABP1 MLLE inh: 10; TbMetRS inhib: -0.9; CSN deneddyl inh: -5; SUMO1-SIM PPI: 1; LMPTP inh: -1.5

What do the screens show for `CCN(CC)CCOC(=O)C1(c2ccccc2)CCOCC1`?
STEP block: -1; Scp1 inh: -12; Rpn11 block: inactive; DNMT1 inh: 5; NadD block: -2; PABP1 MLLE inh: -4; TbMetRS inhib: -1.1; CSN deneddyl inh: -7; SUMO1-SIM PPI: -4; LMPTP inh: 0.2

How did Cc1nnc(NC(=O)C(C)Sc2nncn2C)s1 (stereo not drawn) do in these assays?
STEP block: 0; Scp1 inh: -9; Rpn11 block: inactive; DNMT1 inh: -3; NadD block: -2; PABP1 MLLE inh: -6; TbMetRS inhib: 0.2; CSN deneddyl inh: 3; SUMO1-SIM PPI: 3; LMPTP inh: -0.3

What do the screens show for `Cn1c(SCc2nc(-c3ccc(Cl)cc3)no2)nnc1-c1ccco1`?
STEP block: 3; Scp1 inh: -6; Rpn11 block: inactive; DNMT1 inh: -3; NadD block: 7; PABP1 MLLE inh: -5; TbMetRS inhib: 0.6; CSN deneddyl inh: 2; SUMO1-SIM PPI: 3; LMPTP inh: -1.6

Results for CCCN(CCO)Cc1cccc(Br)c1 ?
STEP block: 3; Scp1 inh: -4; Rpn11 block: inactive; DNMT1 inh: 3; NadD block: 0; PABP1 MLLE inh: -3; TbMetRS inhib: -0.5; CSN deneddyl inh: 0; SUMO1-SIM PPI: -1; LMPTP inh: -0.4

Results for CC1CC=C(c2ccccc2)C(=S)N1 (stereo not drawn) ?
STEP block: -2; Scp1 inh: -7; Rpn11 block: inactive; DNMT1 inh: -1; NadD block: 8; PABP1 MLLE inh: 27; TbMetRS inhib: -0.5; CSN deneddyl inh: -1; SUMO1-SIM PPI: 25; LMPTP inh: -2.5

Results for CC1(C(=O)NCc2cccc(C(F)(F)F)c2)CCN1Cc1ccc2ccccc2c1 (stereo not drawn) ?
STEP block: 2; Rpn11 block: inactive; DNMT1 inh: -1; NadD block: 1; PABP1 MLLE inh: 12; TbMetRS inhib: -0.2; CSN deneddyl inh: -3; SUMO1-SIM PPI: 7; LMPTP inh: 1.4

Results for Cc1ccc(N=Cc2sccc2C)cc1C ?
STEP block: 1; Scp1 inh: -5; Rpn11 block: inactive; DNMT1 inh: -6; NadD block: 3; PABP1 MLLE inh: 8; TbMetRS inhib: 1.1; CSN deneddyl inh: 2; SUMO1-SIM PPI: 2; LMPTP inh: -0.6

Results for COc1ccccc1NS(=O)(=O)c1cc(C(=O)NCCCN2CCCC2=O)ccc1C ?
STEP block: -2; Scp1 inh: -2; Rpn11 block: inactive; DNMT1 inh: 2; NadD block: 0; PABP1 MLLE inh: 3; TbMetRS inhib: -0.1; CSN deneddyl inh: 1; SUMO1-SIM PPI: 2; LMPTP inh: -0.5

How did Nc1ccccc1C(=O)NCc1ccc(Cl)cc1 do in these assays?
STEP block: -5; Scp1 inh: -4; Rpn11 block: inactive; DNMT1 inh: -1; NadD block: 0; PABP1 MLLE inh: -1; TbMetRS inhib: 0.1; CSN deneddyl inh: -2; SUMO1-SIM PPI: -3; LMPTP inh: -0.4

Results for Cc1ccccc1NC(=O)CC(O)(C(F)(F)F)C(F)(F)F ?
STEP block: 1; Scp1 inh: -7; Rpn11 block: inactive; DNMT1 inh: 3; NadD block: 3; PABP1 MLLE inh: -2; TbMetRS inhib: 0.3; CSN deneddyl inh: 3; SUMO1-SIM PPI: 6; LMPTP inh: -0.3

What do the screens show for `Nc1cc(-c2ccccc2)nn1S(=O)(=O)c1ccc(Br)cc1`?
STEP block: -2; Scp1 inh: -19; Rpn11 block: inactive; DNMT1 inh: -15; NadD block: -5; PABP1 MLLE inh: -3; TbMetRS inhib: 0.0; CSN deneddyl inh: active; SUMO1-SIM PPI: 4; LMPTP inh: 0.5

What do the screens show for `COc1cc2c(cc1OC)CN(CC(=O)Nc1ccc(Cl)cc1Cl)CC2`?
STEP block: 0; Scp1 inh: -9; Rpn11 block: inactive; DNMT1 inh: -7; NadD block: -1; PABP1 MLLE inh: -26; TbMetRS inhib: 0.8; CSN deneddyl inh: 1; SUMO1-SIM PPI: 3; LMPTP inh: 0.7

How did CC(CC(=O)NNC(=O)c1cccc(Cl)c1)c1ccccc1 (stereo not drawn) do in these assays?
STEP block: 0; Scp1 inh: -10; Rpn11 block: inactive; DNMT1 inh: 3; NadD block: -4; PABP1 MLLE inh: -3; TbMetRS inhib: -0.5; CSN deneddyl inh: -3; SUMO1-SIM PPI: -5; LMPTP inh: -0.7

Results for CC(=O)Nc1ccc(S(=O)(=O)NC2CC3CCC2C3)cc1 (stereo not drawn) ?
STEP block: -3; Scp1 inh: 1; Rpn11 block: inactive; DNMT1 inh: 0; NadD block: 3; PABP1 MLLE inh: -5; TbMetRS inhib: 0.3; CSN deneddyl inh: 1; SUMO1-SIM PPI: 1; LMPTP inh: -1.8

What do the screens show for `O=[N+]([O-])c1cc(-c2cnc3ccccc3n2)ccc1Oc1ccc(Br)cc1`?
STEP block: 0; Scp1 inh: -4; Rpn11 block: inactive; DNMT1 inh: -9; NadD block: -5; PABP1 MLLE inh: 6; TbMetRS inhib: -0.6; CSN deneddyl inh: -1; SUMO1-SIM PPI: -11; LMPTP inh: 1.7

Molecules shown so far containing an aryl methoxy group (3):
How did COc1ccc(SCCCn2c(=O)c3c(ncn3C)n(C)c2=O)cc1 do in these assays?
STEP block: 1; Scp1 inh: -4; Rpn11 block: inactive; DNMT1 inh: 1; NadD block: 7; PABP1 MLLE inh: -3; TbMetRS inhib: 0.0; CSN deneddyl inh: 1; SUMO1-SIM PPI: 1; LMPTP inh: 0.0

Results for COc1ccccc1NS(=O)(=O)c1cc(C(=O)NCCCN2CCCC2=O)ccc1C ?
STEP block: -2; Scp1 inh: -2; Rpn11 block: inactive; DNMT1 inh: 2; NadD block: 0; PABP1 MLLE inh: 3; TbMetRS inhib: -0.1; CSN deneddyl inh: 1; SUMO1-SIM PPI: 2; LMPTP inh: -0.5

What do the screens show for `COc1cc2c(cc1OC)CN(CC(=O)Nc1ccc(Cl)cc1Cl)CC2`?
STEP block: 0; Scp1 inh: -9; Rpn11 block: inactive; DNMT1 inh: -7; NadD block: -1; PABP1 MLLE inh: -26; TbMetRS inhib: 0.8; CSN deneddyl inh: 1; SUMO1-SIM PPI: 3; LMPTP inh: 0.7

Screening results as filed in PubChem.
